Source: PubChem (several laboratories)
FAS TE block – blocks the thioesterase domain of human fatty acid synthase | P49327 | recombinant FAS-TE, OMFH fluorogenic substrate, fluorescence endpoint | inhibition, % at 15 µM | 360,000 compounds, 0.67% hits;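 active means compounds whose normalised, plate-corrected inhibition of enzyme fluorescence in the single-dose primary screen is 50% or more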;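 further: 0% = DMSO with enzyme and 100% = substrate without enzyme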
MLLE-PAM2 inh – blocks PAM2 peptide binding to the PABP1 MLLE domain | GST-MLLE / FITC-PAM2 fluorescence polarization | P11940 | 360,000 compounds, 0.36% hits | AID 588489 | inhibition, % at 20 µM; in the data active means inhibition above about 35%, passing the limit was not always enough;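 further: plate controls were DMSO wells with GST-MLLE for no effect and wells lacking GST-MLLE protein for full effect; some results filed as inactive read as strong as hits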
TbMetRS inhib – Trypanosoma brucei MetRS inhibition; purified T. brucei MetRS, ATP depletion, Kinase-Glo luminescence; inhibition, % at 11.9 µM; 360,000 compounds, 0.4% hits;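 active means inhibition above a per-plate cutoff of the control wells' mean inhibition plus 3 SD, cut at about 5.5% in these data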;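 further: 0% = DMSO wells median and 100% = median of wells with control inhibitor compound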
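Material: parasite MetRS enzyme / Replication: singlicate, one well per compound / Signal: luminescence of leftover ATP / Schedule: 2 h aminoacylation at 25 °C after 15 min preincubation / Medium: HEPES-MgCl2-KCl buffer plus DTT, spermine, BSA, pyrophosphatase / Doses: 11.9 µM single point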
CSN deneddyl inh – inhibitors of human CSN-mediated cullin deneddylation; Q92905; Purified CSN, SCF-Nedd8-OG deneddylation, fluorescence polarization; inhibition, % at 12.5 µM; 360,000 compounds, 0.38% hits; AID 651999;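 active means pattern-corrected inhibition above about 35%, with an unprinted fluorescence ratio check between 0.5 and 1.5, limit read from the data, passing the limit was not always enough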;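 further: 0% = enzyme with substrate and 100% = substrate without enzyme; some results filed as inactive read as strong as hits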
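Material: purified human Csn5 enzyme expressed in HEK293T cells / Medium: Tris buffer pH 7.5, NaCl, DTT, Tween-20, trehalose, ovalbumin / Compound dosing: 12.5 µM single point / Schedule: 90 min incubation of compound, enzyme and substrate at room temperature / Signal: fluorescence polarization of the substrate / Control set: no-enzyme wells high, enzyme-with-substrate wells low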
Rin1-Abl PPI inh – blocks binding of human Rin1 to Abl; P00519+Q13671; TR-FRET Rin1/Abl binding, biochemical; inhibition, % at 7.35 µM; 360,000 compounds, 0.4% hits; AID 588664; in the data active means inhibition above about 5%, passing the limit was not always enough
E coli Lon inh – inhibits E. coli Lon protease. 360,000 compounds, 0.42% hits. inhibition, % at 7.94 µM. purified E. coli Lon protease, fluorescence polarization; in the data active means inhibition above about 13%, passing the limit was not always enough;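 further: 0% = enzyme with probe and DMSO and 100% = no enzyme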
Neddyl block – blocks human cullin neddylation. AID 651699. 360,000 compounds, 0.58% hits. TR-FRET cullin neddylation, biochemical. calls only at 25 µM; in the data active means inhibition above about 36%
bovine MsrA act – activators of bovine methionine sulfoxide reductase A | purified bovine MsrA, absorbance read-out | activation, % at 10.6 µM | 360,000 compounds, 0.3% hits; in the data active means activation above about 7.5%;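 further: 0% = vehicle and 100% = reference activator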
MsrA inh – inhibits bovine methionine sulfoxide reductase A; purified bovine MsrA, absorbance read-out; inhibition, % at 15.5 µM; 360,000 compounds, 0.75% hits; AID 651718; in the data active means inhibition above about 4.5%;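 further: 0% = vehicle wells with enzyme and 100% = reference inhibitor wells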
* marks the source's active call; other numbers are inactive results; i = inactive; nt = no result given.

Fields – CSN deneddyl inh, E coli Lon inh, bovine MsrA act, MLLE-PAM2 inh, Rin1-Abl PPI inh, FAS TE block, MsrA inh, Neddyl block, TbMetRS inhib
> CCCCOc1ccc(S(=O)(=O)NC(=O)C2(C)CCN2C(=O)c2c(C)noc2C)cc1 (stereo not drawn)
    0, 7, -3, -2, 0, -7, -1.2, i, -0.2
> COc1ccccc1NC(=O)C1CCN(S(=O)(=O)c2cccs2)CC1
    -4, 6, -4, 1, 4, -3, 0.0, i, -0.5
> O=C(/C=C1\C(=O)Nc2ccccc21)/C=C1\C(=O)Nc2ccccc21
    6, -5, -4, 19, 0, -1, -0.7, i, -0.1
> CCS(=O)(=O)N1N=C(c2cccc(NS(C)(=O)=O)c2)CC1c1ccc(C)cc1 (stereo not drawn)
    73*, -124, -1, -107, -4, -31, -0.5, i, 0.8
> CCCC(=O)N1CCc2[nH]c3ccccc3c2C1
    6, 5, 1, 21, 3, -7, -0.9, i, 0.1
> O=C(Oc1ccc(C(=S)N2CCC(O)CC2)cc1)c1ccc(Cl)cc1
    -1, 3, -2, 6, -1, 4, 0.3, i, -0.2
> CCN(CC1COc2ccccc2O1)C(=S)NCCCN(C)C (stereo not drawn)
    2, -10, 0, -83, -2, -5, 2.1, i, -0.2
> COc1ccccc1S(=O)(=O)Cc1ccc(C(=O)NCCCN2CCN(c3ccc(F)cc3)CC2)o1
    2, 8, -7, 13, 2, -7, 0.5, i, -1.2
> COc1ccc(OC)c(NC(=O)c2ccc(CN3CCc4ccccc4C3)cc2)c1
    2, -4, -1, -16, 4, 16, 1.9, i, -1.2
> COc1ccc(NS(=O)(=O)c2cccc(C(=O)OCC(=O)Nc3cc(C)on3)c2)cc1
    3, -12, -11, -6, -1, -2, 1.2, i, -1.1

(more compounds)
Fields – CSN deneddyl inh, E coli Lon inh, bovine MsrA act, MLLE-PAM2 inh, Rin1-Abl PPI inh, FAS TE block, MsrA inh, Neddyl block, TbMetRS inhib
> COc1ccc(S(=O)(=O)Nc2cccc3ccc(O)cc23)cc1
    3, 3, -9, 4, 0, 5, -1.0, i, -0.7
> Cc1nc2ccc(N)cc2s1
    0, -2, 1, 11, -6, -6, -0.7, i, -0.2
> Nc1ccc(N2CCOCC2)c2nonc12
    3, 6, 2, 10, -1, -5, 0.8, i, 26*
> O=P1(NC2CCCCC2)OCC2(CO1)COP(=O)(NC1CCCCC1)OC2 (stereo not drawn)
    -2, -13, -2, -7, -1, -5, -0.9, i, 0.0
> COc1cc(Cl)c(C)cc1NC(=O)c1ccccc1-n1cnnn1
    2, -4, -3, -1, 2, -3, 0.4, i, 0.2
> Cc1coc(C)c1C(=O)CC1(O)C(=O)N(Cc2ccccc2)c2ccccc21 (stereo not drawn)
    2, 1, -5, -5, 1, 0, -0.2, i, -2.3
> Cc1cc(C)nc(N(C#N)CC(=O)Nc2ccccc2)n1
    1, -12, 6, -44, 0, -5, -0.8, i, 0.7
> CC1C(=O)Nc2ccc(S(=O)(=O)NCCc3ccc(Cl)cc3)cc2NC1=O (stereo not drawn)
    0, 1, -1, 0, -4, -2, -1.1, i, 0.9
> CNC(=S)Nc1cccc(S(=O)(=O)NC2=NCCC2)c1
    -4, 1, -3, 32, 2, -4, -0.2, i, -0.2
> Cc1ccc2c(c1)N(Cc1ccc3c(c1)OCO3)C(=O)C(C)O2 (stereo not drawn)
    0, 0, 1, 5, 0, 19, 0.1, i, -0.9

(listing goes on)
Fields – CSN deneddyl inh, E coli Lon inh, bovine MsrA act, MLLE-PAM2 inh, Rin1-Abl PPI inh, FAS TE block, MsrA inh, Neddyl block, TbMetRS inhib
> COCCSc1nnc(NC(=O)c2ccc3c(c2)OCO3)s1
    10, -2, -1, -9, 4, -7, 0.5, i, -0.3
> CC1(C)SC(=S)N(Cc2ccc3c(c2)OCO3)C1N(O)C(=O)NC1CCCCC1 (stereo not drawn)
    1, 0, 0, 0, 2, -1, 0.1, i, -1.4
> COC(=O)c1ccc(CSc2ccc3nnc(-c4ccccc4)n3n2)o1
    4, 2, 0, 7, -6, 6, nt, i, -0.5
> O=C(NC1CCCCC1)N1CCN(c2nc(-c3ccccc3)cs2)CC1
    -1, 4, -4, -11, -3, 14, 0.7, i, -0.7
> CC(C)c1nnc(NC(=O)CCC(=O)NCCc2ccccc2)s1
    -1, 1, -1, 6, 2, -4, -0.2, i, -0.6
> CCc1nnc(NC(=O)C23CC4CC(CC(C4)C2)C3)s1
    2, 3, -9, 10, 1, 2, -0.3, i, -2.0
> O=C(CSc1nnc(-c2ccc(F)cc2)c2ccccc12)Nc1c(F)cccc1F
    2, 2, -11, 27, -3, 6, -0.2, i, -1.4
> Cc1ccc2cc(CCNC(=O)CCCc3ccccc3)c(=O)[nH]c2c1
    -1, -6, -4, 8, 1, 0, 1.4, i, -0.2
> CCc1nc2c(OCc3ccc(Cl)cc3Cl)cccn2c1N(C)C(=O)C1CC1
    -3, -7, 1, -4, -5, 8, -0.3, i, 0.2
> CC1(c2ccccc2)NC(=S)N2C1NC(=S)N2c1ccccc1 (stereo not drawn)
    -1, -1, -9, -30, 1, -12, 0.8, i, -2.7

More compounds.
Fields – CSN deneddyl inh, E coli Lon inh, bovine MsrA act, MLLE-PAM2 inh, Rin1-Abl PPI inh, FAS TE block, MsrA inh, Neddyl block, TbMetRS inhib
> CC(C)CN(CC(C)C)C(=O)CCCC(=O)N(CC(C)C)CC(C)C
    -7, -8, -4, 5, 1, -7, -1.5, i, -0.4
> CN(CC(=O)Nc1ccc(F)cc1)C(=O)CSc1ccc2c(c1)OCCO2
    -3, -1, -1, 2, 0, -3, -0.4, i, -0.1
> C=CCn1c(SCc2nc3sc(C(=O)O)c(C)c3c(=O)[nH]2)nnc1-c1ccccc1
    -2, -3, -10, -36, 4, -11, 2.1, i, -0.8
> OCCN(CC#CCn1c2ccccc2c2ccccc21)CCO
    2, 3, -11, -2, 1, -2, 0.6, i, -1.2
> O=C(COc1ccc([N+](=O)[O-])cc1)Nc1ccc2c(c1)OCO2
    1, -4, -3, -15, 2, 59*, 1.9, i, 1.5
> Cc1sc2ncnc(N3CCC(C(=O)NNC(=O)COc4ccccc4Cl)CC3)c2c1C
    1, -4, -1, -22, -6, 4, 1.2, i, -0.2
> O=C(CN1CCN(C2CCCCC2)CC1)Nc1cccc2ccccc12
    -4, 11, -2, 2, -2, -3, 0.3, i, 0.7
> CCOC(=O)c1sc(NC(=O)CN2C(=O)NC3(CC(C)CC(C)(C)C3)C2=O)c(C(=O)OCC)c1C (stereo not drawn)
    -4, -4, -4, -25, -1, 35, 0.4, i, 0.0
> Cc1ccc(NC(=O)CNC(=O)Cc2cccc3ccccc23)c(O)c1
    2, 1, -3, 3, 0, -3, 1.4, i, 0.3
> CC(=O)Nc1cccc(/C(C)=N/NS(=O)(=O)c2ccc(C)cc2)c1
    -17, 4, -3, -2, 4, 0, -1.2, i, 0.6

Remaining list, next part.
Fields – CSN deneddyl inh, E coli Lon inh, bovine MsrA act, MLLE-PAM2 inh, Rin1-Abl PPI inh, FAS TE block, MsrA inh, Neddyl block, TbMetRS inhib
> O=C(NCCC1CCCCN1S(=O)(=O)c1ccc(Cl)cc1)C(=O)NCc1cccnc1 (stereo not drawn)
    0, -1, 1, 5, 3, -2, -0.1, i, 0.2
> Cn1c(=O)[nH]c(=O)c2c1nc(N1CCCCCC1)n2CCSc1nc2ccccc2o1
    -4, 6, 0, -5, -2, -1, nt, i, -1.1
> Cc1ccc(C(O)c2ncc(-c3ccccc3Cl)[nH]2)c(C)c1 (stereo not drawn)
    4, -7, -2, -9, -3, -1, -1.1, i, 0.3
> Cc1cccc(N(CC(=O)NC(C)(C)C)C(=O)CCC(=O)Nc2nccs2)c1
    1, 9, -9, -2, -1, -6, -0.7, i, -1.2
> CC(NC(=O)c1ccncc1)c1ccccc1 (stereo not drawn)
    3, -1, -7, 4, 4, -2, -0.1, i, -0.8
> CC(NS(=O)(=O)c1ccccc1)C(=O)Nc1ccc(S(N)(=O)=O)cc1 (stereo not drawn)
    -3, -7, 2, 8, 2, -6, 0.2, i, 0.1
> N#CC1=C(N)N(c2ccc(Cl)c(Cl)c2)C(=O)C1
    7, -4, -2, -12, 5, -2, 1.3, i, 0.8
> O=C(COc1ccc(Br)cc1)NCCCNC(=O)c1cnccn1
    -1, 1, 1, 2, 1, -4, 0.2, i, -0.3
> CCC(=O)Nc1ccc(C(=O)CSc2nc3ccccc3[nH]2)cc1
    -2, -7, -4, -38, 6, 6, 2.2, i, 0.0
> CCOC(=O)C1(CCCc2ccccc2)CCN(CCCn2cccn2)CC1
    2, -1, -7, -6, 0, -8, -0.2, i, -0.7

(listing goes on)
Fields – CSN deneddyl inh, E coli Lon inh, bovine MsrA act, MLLE-PAM2 inh, Rin1-Abl PPI inh, FAS TE block, MsrA inh, Neddyl block, TbMetRS inhib
> COc1ccc(CCNC(=O)C2CC(c3ccccc3[N+](=O)[O-])=NO2)cc1 (stereo not drawn)
    -1, -4, -3, 14, 3, 0, 0.5, i, -0.2
> CCn1c(-c2cc(Cl)ccc2OC)n[nH]c1=S
    -4, 0, -4, -14, -3, 0, 0.8, i, -1.6
> CCN(C[C@H]1N[C@@](CC)(C(=O)OC)[C@H]2C(=O)N(C)C(=O)[C@@H]12)C(C)=O
    -3, -9, -1, 5, -4, -13, 1.5, i, 0.8
> COc1cccc(/C=C2\N=C3CCCCCN3C2=O)c1
    -1, -7, -4, 2, -2, -8, 1.6, i, -0.1
> CN(C(=O)c1ccncc1)c1nnc(-c2ccncc2)s1
    -2, -2, -4, -2, -3, -6, nt, i, 0.2
> CCN(CC)c1ccc(NC(=O)CN2C(=O)CSc3ncccc32)c(C)c1
    -3, -2, -3, -15, -4, -4, -0.2, i, -0.2
> CCN(Cc1ccc(OC)c(F)c1)C(=O)C1CCCO1 (stereo not drawn)
    5, -2, -3, -75, 0, -7, 0.7, i, -0.4
> COc1ccc(OC)c(NC(=O)NC2(C(F)(F)F)Oc3ccccc3O2)c1
    -2, 3, -2, 6, -3, -2, 1.5, i, 0.4
> CN(C)c1ccc(C(=O)OCC(=O)c2cccs2)cc1
    -1, -10, -3, -2, -3, -7, 1.4, i, 0.4
> Cc1ccc(CCNC(=O)CN(C)S(=O)(=O)c2ccc3c(c2)n(C)c(=O)c(=O)n3C)cc1
    5, -6, -3, -5, 0, 16, 0.9, i, -0.4

Next section
Fields – CSN deneddyl inh, E coli Lon inh, bovine MsrA act, MLLE-PAM2 inh, Rin1-Abl PPI inh, FAS TE block, MsrA inh, Neddyl block, TbMetRS inhib
> COc1ccccc1N1CCN(C(=O)CCn2c(=O)[nH]c3ccccc3c2=O)CC1
    0, 5, -3, -18, -5, -6, 0.6, i, 0.9
> CC(C)C[C@@H](CSc1ccccc1)N1CCN(C)CCC1=O
    -7, -13, -3, 14, 0, -8, -0.1, i, -0.3
> O=C(COc1ccccc1)N[C@@H]1c2ccccc2CC[C@@H]1OCc1ccccc1
    1, -4, 0, 2, 2, 17, -0.2, i, 1.6
> CC(=O)CNc1ccc(S(=O)(=O)N/N=C/c2ccccc2)cc1
    2, -7, -8, 10, -6, -6, 0.9, i, -1.1
